From PubChem BioAssay
FN deposition inh – inhibitors of fibronectin matrix deposition, primary screen, AH1F cells, Alexa488-fibronectin fluorescence, plate reader; AID 743247, 2014; inhibition, % at 12.6 µM; actives 0.086% (n = 350,000); AH1F fibroblasts, overnight;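 active = mean inhibition across replicates of 30% or more, regardless of how many single replicates reach that level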;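 note: positive control wells lacked labelled fibronectin entirely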
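material = AH1F fibroblast monolayer depositing Alexa488-labelled fibronectin into matrix | amount = 10000 AH1F cells/well | buffer or medium = DMEM plus 2% serum, read in PBS | incubation = 1 h cell adhesion before compound, then overnight fibronectin incubation | detection = fluorescence at 485 nm excitation, 525 nm emission | evaluation = percent inhibition as loss of matrix-bound fibronectin fluorescence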
PAX8 reporter – inhibitors of PAX8-driven TPO luciferase reporter, primary screen, RMG-I cells, single concentration | SteadyGlo, 24 h | inhibition, % at 12.6 µM | actives 1.2% (n = 360,000) | AID 652154, 2013;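 active = mean replicate inhibition at least 60% with every replicate also reaching 60%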;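 note: luciferase light reporting Pax8 driven TPO promoter activity; plate controls were median of neutral control wells for no effect and mitoxantrone controls for full effect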
LGR2 inh – inhibitors of bursicon-induced LGR2 CRE-luciferase signal, primary screen, cell-based, HEK293, CRE-luciferase reporter, bursicon stimulation; inhibition, % at 9.99 µM; actives 0.35% (n = 380,000); bursicon-stimulated, 4 h; Drosophila bursicon receptor LGR2 (rickets); AID 720647, 2013;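 active = drop in luminescence signal, shown as inhibition above about 50% in the replicate tests, limit read from the data, passing the limit was not always enough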;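 note: agonist challenge used bursicon conditioned medium at about half maximal strength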
PGC1a acetyl inh – inhibitors of PGC1a acetylation signal, primary screen, cell-based, U2OS, AlphaScreen, inhibitor mode | AlphaScreen anti-acetyl-lysine; with virally co-expressed GCN5 acetyltransferase | inhibition, % at 15.6 µM | actives 0.17% (n = 350,000) | AID 651687, 2012;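 active = every replicate shows inhibition of at least 40%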;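 note: 0% = neutral control wells and 100% = positive control wells; some results beyond the cut were filed as inactive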
CASP6 VEID inh – human caspase-6 inhibitors, primary screen, biochemical, VEID-R110 fluorescence, single point, set 2 | P55212 | purified caspase-6, Z-VEID-R110 cleavage fluorescence | inhibition, % at 12.5 µM | actives 0.53% (n = 350,000) | AID 686996, 2013;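 active = mean inhibition across replicates at least about 35%, with every replicate also reaching that limit, limit read from the data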;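 note: 0% = median of neutral control wells and 100% = no fluorescence left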
Target sequence (P55212 24-179 limits assumed): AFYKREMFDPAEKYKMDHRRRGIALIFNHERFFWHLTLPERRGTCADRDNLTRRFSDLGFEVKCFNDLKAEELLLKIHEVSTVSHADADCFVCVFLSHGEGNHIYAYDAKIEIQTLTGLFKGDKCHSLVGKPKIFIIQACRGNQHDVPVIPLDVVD
Target sequence (P55212 194-293 limits assumed): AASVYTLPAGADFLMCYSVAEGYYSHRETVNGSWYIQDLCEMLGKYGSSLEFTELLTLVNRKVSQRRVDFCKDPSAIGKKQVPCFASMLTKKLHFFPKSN
miR122 inh – miR-122 Renilla sensor signal increase in Huh7, primary screen, miR-122 inhibitor project, cell-based, single point, plate reader; actives 0.3% (n = 340,000); activation (reporter increase), % at 12.5 µM; AID 602342, 2012; Huh7 miR-122 Renilla luciferase sensor, 48 h; neutral wells = 0, positive control = 100;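 active = mean replicate activation score at least 90 and every replicate individually at or above 90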;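 note: higher luciferase means less miR-122 activity so hits act as miR-122 inhibitors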
Cneo AK release – Cryptococcus neoformans cell lysis inducers, primary screen, AK release luminescence, single concentration; C. neoformans lysis, adenylate kinase release luminescence, 4 h; normalised: neutral wells 0, clomiphene wells 100; lysis activity, % at 15 µM; actives 0.2% (n = 360,000); AID 651654, 2012;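 active = mean lysis activity across replicates of at least 80%, whatever share of replicates individually reach that level; inactive = mean lysis activity below 80%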
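Test system: log-phase Cryptococcus neoformans yeast cells. Input: 5 × 10^6 yeast cells/mL. Medium: fresh YPD growth medium. Doses: single dose. Incubation: static 4 h at 37 °C with compound, 1 h detection. Measured by: luminescent adenylate kinase detection reagent. Read-out: signal increase indicating cell lysis. Benchmarks: Clomiphene.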
EWS-Fli inh – EWS/Fli-driven NR0B1 reporter inhibitors, primary screen, A673 cells, NR0B1 luciferase, luminescence, MLPCN library | inhibition, % at 12.6 µM | actives 0.67% (n = 350,000) | AID 651661, 2012 | viability-normalised;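 active = mean inhibition of at least 50% after viability correction, with every replicate also passing that limit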;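 note: firefly luciferase signal divided by Alamar Blue viability fluorescence both relative to DMSO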
* = called active by the depositor; . = no result given; [ ] = another dose, or the depositor's remark.

SMILES	FN deposition inh	PAX8 reporter	LGR2 inh	PGC1a acetyl inh	CASP6 VEID inh	miR122 inh	Cneo AK release	EWS-Fli inh
CCSC1=NCCN1C(=O)c1ccc(S(=O)(=O)N(CC)CC)cc1	-8	6	7	.	-3	.	.	12
COc1ccc(NC(=O)CCNS(=O)(=O)c2ccc(Br)s2)cc1	.	.	6	-5	14	.	1	4
O=C(Nc1cc(S(=O)(=O)N2CCOCC2)ccc1N1CCOCC1)c1cccc(Cl)c1	0	12	20	2	0	2	-1	7
C[C@H]1CN([C@@H](C)CO)S(=O)(=O)c2ccc(C3=CCCC3)cc2O[C@H]1CN(C)Cc1ccccc1	.	.	1	-21	1	-11[16.7 µM]	13	15
O=C(O)CC(c1cccc2ccccc12)n1cccc1 (configuration not stated)	0	-10	.	-17	.	0	0	.
O=C1/C(=C/c2ccc3c(c2)OCO3)CCC/C1=C\c1ccc2c(c1)OCO2	1	6	30	-8	-2	3	.	-1
CCN(CC)CC(=O)Nc1ccc(C)cc1C(=O)c1ccccc1	16	4	-4	-7	2	.	.	0
Cc1noc(C)c1NC(=O)N(C)C[C@H]1OCCCC[C@H](C)Oc2ccc(NS(=O)(=O)c3ccccc3)cc2C(=O)N([C@@H](C)CO)C[C@@H]1C	-6	-24	-7	-4	0	-6[16.7 µM]	1	-6
Cc1ccc(-n2nc3c(c2NC(=O)c2ccco2)CS(=O)C3)cc1 (configuration not stated)	.	8	6	.	2	0	2	.
Clc1ccc(-n2nnc(-c3cccnc3Cl)n2)cn1	10	-156	-8	-3	-3	-4	-1	-135
CCC1(c2ccc(F)cc2)NC(=O)N(CC(=O)NC2CC2)C1=O (configuration not stated)	11	7	-10	0	-48	-7	-2	8
Cc1cccc(OCC(=O)Nc2nc(-c3ccncc3)cs2)c1	2	-7	6	-1	0	8	0	4
O=C(CC[C@H]1O[C@@H](n2ccc(=O)[nH]c2=O)[C@H](O)[C@@H]1O)NCC(c1ccccc1)c1ccccc1	3	10	-9	-9	2	7	3	-2
CCSc1nnc(NC(=O)c2cccc(S(=O)(=O)N(C)c3ccc(C)cc3)c2)s1	-5	-1	-12	-7	.	5	9	.
O=C(Nc1ccccc1C(F)(F)F)c1cccnc1	5	-7	.	.	.	-16	1	.
C[C@@H]1CN([C@@H](C)CO)C(=O)c2cc(NC(=O)Nc3cccc4ccccc34)ccc2O[C@@H](C)CCCCO[C@H]1CN(C)CC1CCCCC1	.	-21	9	5	-1	-30[16.7 µM]	-2	91*
C[C@@H]1CN([C@H](C)CO)C(=O)c2cc(NC(=O)Cc3cn(C)c4ccccc34)ccc2O[C@H]1CN(C)S(=O)(=O)c1ccccc1	.	-9	.	-2	4	-4[16.7 µM]	4	-6
O=C(C[C@H]1CC[C@@H]2[C@H](COC[C@H](O)CN2C(=O)c2ccc(F)cc2)O1)NC1Cc2ccccc2C1	-10	6	10	-1	2	-3[16.7 µM]	1	-8
C=CCc1cc(C)ccc1OCCOCCn1ccnc1	3	35	11	.	-2	.	.	1
CS(=O)(=O)N1CCc2cc(C(=O)Nc3ccc(Br)cc3)ccc21	-1	6	.	6	0	-1	-1	-52
Cc1cc(C)c(S(=O)(=O)Nc2c(C)[nH]c(=O)[nH]c2=O)c(C)c1	.	.	-18	-11	2	5	-3	-8
CCOc1cccc2c1OC1(C)CC2NC(=O)N1c1cccc(C(=O)NCc2ccccn2)c1 (configuration not stated)	-4	-13	-4	5	2	.	9	.
O=C(COC(=O)COc1ccccc1)Nc1ncc(Cl)cc1Cl	.	0	-18	-2	-3	-4	1	0
CCN(C(=S)Nc1ccc(Oc2ccccc2)cc1)c1ccccc1	-13	-2	-8	-16	.	-2	0	.
[O-]/[N+](=C\c1ccccc1)c1ccc(Br)cc1	18	-156	-94	3	0	4	-1	-120
O=C(O)c1ccc(CSc2nnc(-c3ccccc3)n2-c2ccccc2)cc1	7	-11	11	-4	6	.	.	7
N#CC1(NC(=O)CN2C(=O)NC(c3ccccc3)(c3ccccc3)C2=O)CCCC1	8	10	9	.	-1	.	1	-1
CC(C)c1nnc(NC(=O)Cc2ccccc2[N+](=O)[O-])s1	5	-3	-11	-4	.	-1	0	.
CCCN1C2CCCC1CC(NC(=O)c1ccc(Br)cc1)C2 (configuration not stated)	-4	11	7	2	-4	-8	3	4
Cn1c(SCC(N)=O)nnc1-c1cnccn1	-12	-15	-5	-8	2	.	.	0
CN1CCN(C(=O)CN(C2CCCCC2)S(=O)(=O)c2ccc(Br)cc2)CC1	8	.	11	.	4	-3	2	-3
CCC(=O)c1ccc2ncccc2c1	.	-6	-8	.	0	.	.	-24
CCn1c2ccccc2c2cc(NC(=O)c3cccc(OC)c3OC)ccc21	6	-22	4	.	0	.	.	-2
COc1ccc(C(=O)NCc2ccccc2C)cc1S(=O)(=O)NC1CCCC1	-9	11	4	.	-1	.	0	4
Cc1ccc(SCC(=O)NCCC2=CCCCC2)cc1	4	5	.	-11	.	-5	-1	.
COc1ccc(-c2ccnc(SCC(=O)N3CCN(c4ccccc4)CC3)n2)cc1	4	-4	26	13	0	3	0	2
O=C(O)c1cccnc1Sc1ccccc1Cl	-5	-16	-6	8	0	3	-1	0
COc1ccccc1CN1CC(C(=O)NCc2ccc(C)c(F)c2)CCC1=O (configuration not stated)	1	-7	1	-15	-1	-6	0	1
CCCNC(=O)N1[C@H](CO)[C@H](c2ccc(C3=CCCCC3)cc2)[C@@H]1C#N	-16	7	-13	-18	1	.	-3	-3
COc1cc(C(=O)OCC(=O)NC(N)=O)cc(CN2C(=O)c3ccccc3C2=O)c1OC	-16	-7	-1	.	-1	2	-3	2
C[C@@H]1CN([C@H](C)CO)C(=O)c2cc(NC(=O)C3CC3)ccc2O[C@H]1CN(C)Cc1ccc(C(=O)Nc2ccccc2N)cc1	.	-6	-4	-1	15	.	.	.
CC(C)Oc1cccc(C(=O)C2CCCN(C(=O)c3ccnn3C)C2)c1 (configuration not stated)	6	-10	.	.	2	.	.	7
COC(=O)C1CN(C(=O)COc2ccc(C)cc2)c2ccccc2O1 (configuration not stated)	6	7	-7	-3	-1	4	-7	-5
C[C@@H]1CN([C@@H](C)CO)C(=O)c2cc(NC(=O)Cn3cnnn3)ccc2O[C@H]1CN(C)C(=O)NC1CCCCC1	-9	.	19	8	-6	0[16.7 µM]	0	-2
CC(C)Cc1cc(C(=O)Nc2cccnc2)no1	-7	-84	.	.	-3	.	-3	-73
CCN(CC)S(=O)(=O)c1ccc(C)c(NC(=O)/C=C/c2cccs2)c1	-1	13	13	.	8	9	2	1
CCNC(=O)Nc1ccc2c(c1)C(=O)N(C)[C@@H]1CC[C@H](CC(=O)NCc3ccc(F)cc3)O[C@@H]1CO2	-10	7	2	-2	-2	0[16.7 µM]	-1	2
Cc1cccc(C)c1NC(=O)COC(=O)CCC(=O)c1cccs1	7	3	-16	.	0	.	.	16
O=C(C[n+]1cccc(O)c1)NCc1ccc(Cl)cc1	4	0	0	2	0	1	1	4
O=C(Nc1ccc(C(=O)N2CCCC2)cc1)c1ccccc1	-7	-17	-28	-11	0	2	3	-32
Cc1ccnn1-c1ccc(C(=O)NCC(c2ccco2)N2CCCC2)cc1 (configuration not stated)	11	-8	-5	-3	-1	-3	-1	-7
CC(C)C#Cc1cnc2c(c1)C(=O)N([C@@H](C)CO)C[C@@H](C)[C@H](CN(C)C(=O)c1ccccc1)O2	.	-6	1	9	-5	-5[16.7 µM]	-2	-17
O=C1NC2(CCCC2)Oc2ccccc21	-4	14	17	-2	0	-4	5	3
COc1c(Cl)cnn(-c2ccccc2)c1=O	-3	7	12	1	.	2	1	.
C[C@H](CO)N1C[C@H](C)[C@H](CN(C)C(=O)Nc2ccc(C(F)(F)F)cc2)Oc2ccc(NC(=O)Cn3cnnn3)cc2C1=O	.	.	-4	-3	0	2[16.7 µM]	1	-3
Cc1cccc(CSc2nnc(-c3ccccn3)n2N)c1	-12	.	.	-3	.	0	-1	.
COc1ccc(NC(=O)C[C@H]2C(=O)N(C3CCCCC3)C[C@@H]2c2ccc(OC)cc2)cc1	-2	10	-3	-1	3	1	0	2
CC(C)S(=O)(=O)c1cnc(-c2ccccn2)nc1N	-1	-8	3	.	0	.	.	-5
O=C(/C=C\c1ccc2c(c1)OCO2)CC1(O)C(=O)Nc2ccccc21 (configuration not stated)	3	5	24	-7	-1	4	-3	31
N#CCSc1nnc(CNc2ccc(F)cc2)o1	17	-4	.	1	.	-3	0	.

Grouped by structure, those above with an aryl methoxy group.
SMILES	FN deposition inh	PAX8 reporter	LGR2 inh	PGC1a acetyl inh	CASP6 VEID inh	miR122 inh	Cneo AK release	EWS-Fli inh
COc1ccc(NC(=O)CCNS(=O)(=O)c2ccc(Br)s2)cc1	.	.	6	-5	14	.	1	4
CCn1c2ccccc2c2cc(NC(=O)c3cccc(OC)c3OC)ccc21	6	-22	4	.	0	.	.	-2
COc1ccc(C(=O)NCc2ccccc2C)cc1S(=O)(=O)NC1CCCC1	-9	11	4	.	-1	.	0	4
COc1ccc(-c2ccnc(SCC(=O)N3CCN(c4ccccc4)CC3)n2)cc1	4	-4	26	13	0	3	0	2
COc1ccccc1CN1CC(C(=O)NCc2ccc(C)c(F)c2)CCC1=O (configuration not stated)	1	-7	1	-15	-1	-6	0	1
COc1cc(C(=O)OCC(=O)NC(N)=O)cc(CN2C(=O)c3ccccc3C2=O)c1OC	-16	-7	-1	.	-1	2	-3	2
COc1c(Cl)cnn(-c2ccccc2)c1=O	-3	7	12	1	.	2	1	.
COc1ccc(NC(=O)C[C@H]2C(=O)N(C3CCCCC3)C[C@@H]2c2ccc(OC)cc2)cc1	-2	10	-3	-1	3	1	0	2
